FXIIa inh – inhibitors of human coagulation factor XIIa; purified FXIIa, Boc-QGR-AMC fluorogenic substrate, 2 h; inhibition, % at 5 µM; actives 0.3% (n = 220,000); in the data active = inhibition above about 40%;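 note: 0% = enzyme with no compound and 100% = blank without enzyme; many of its hits are not listed in these tables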
FXIa inh – inhibitors of human coagulation factor XIa. P03951. purified FXIa, Boc-Glu-Ala-Arg-AMC fluorogenic substrate. inhibition, % at 5 µM. actives 0.14% (n = 220,000);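 active = inhibition of at least 40%; inactive = inhibition below 40%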;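 note: fluorescence of freed AMC excited at 355 nm; 0% = enzyme without compound and 100% = no enzyme blank; many of its hits are not listed in these tables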
Runt-SMMHC FRET – Runt domain-CBFb-SMMHC interaction inhibition; Q01196+Q13951; actives 0.74% (n = 220,000); inhibition, % at 20 µM; Cerulean-Runt/Venus-CBFb-SMMHC FRET ratio 530/480, 1 h;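 active = mean inhibition across duplicate retests at 20 µM reaching about 50%, limit read from the data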;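 note: 0% = DMSO wells and 100% = wells with excess untagged CBFb-SMMHC; inhibitors lower the FRET ratio by blocking Runt binding to CBFb-SMMHC; some results filed as inactive read as strong as hits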
Thrombin inh – inhibitors of human thrombin; inhibition, % at 5 µM; AID 1046; alpha-thrombin, Boc-VPR-AMC fluorogenic substrate cleavage; P00734; actives 0.26% (n = 220,000);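 active = inhibition at or above 40%; inactive = inhibition below 40%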;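 note: 0% = enzyme with no compound and 100% = wells without enzyme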
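signal = AMC fluorescence, 355/460 nm | material = human alpha-thrombin enzyme | control set = enzyme without compound as high, wells lacking enzyme as low | times = reaction at room temperature | read-out basis = percent inhibition scaled between no-compound controls and no-enzyme blanks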
Wee1 stabilizer – human Wee1 degradation inhibition, primary screen. P30291. HeLa Luc-Wee1K328M stability, luciferase luminescence; 100% = proteasome inhibitor MG132 effect. reporter increase, % at 5 µM. actives 1.2% (n = 220,000). AID 1321;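 active = activation above the mean of all tested compounds plus 3 SD, set per screening run, cut at about 8.8% in these data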;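 note: cells exposed to compound for 20 h before luminescence read; 0% = DMSO alone and 100% = MG132 at 30 µM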
Target sequence (P30291 whole entry K328M): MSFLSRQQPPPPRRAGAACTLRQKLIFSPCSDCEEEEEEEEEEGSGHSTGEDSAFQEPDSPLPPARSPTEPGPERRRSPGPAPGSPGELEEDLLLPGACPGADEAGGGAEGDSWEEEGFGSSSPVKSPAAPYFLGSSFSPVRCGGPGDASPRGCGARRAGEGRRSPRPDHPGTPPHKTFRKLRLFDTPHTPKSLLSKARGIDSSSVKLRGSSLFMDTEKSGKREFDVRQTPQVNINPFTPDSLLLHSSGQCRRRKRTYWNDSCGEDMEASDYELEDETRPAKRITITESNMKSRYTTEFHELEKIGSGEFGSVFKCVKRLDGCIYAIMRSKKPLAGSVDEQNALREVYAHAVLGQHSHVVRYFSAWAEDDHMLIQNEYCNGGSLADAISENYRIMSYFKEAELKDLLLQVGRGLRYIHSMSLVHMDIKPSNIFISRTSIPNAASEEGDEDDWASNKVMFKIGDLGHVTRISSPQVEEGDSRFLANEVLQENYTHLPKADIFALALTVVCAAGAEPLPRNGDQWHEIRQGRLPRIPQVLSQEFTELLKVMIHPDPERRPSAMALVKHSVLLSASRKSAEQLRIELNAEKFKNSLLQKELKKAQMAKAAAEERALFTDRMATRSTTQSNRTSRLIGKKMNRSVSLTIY
14-3-3 Bad PPI – disrupts binding of bovine 14-3-3 zeta to phospho-Bad peptide; inhibition, % at 21.7 µM; P63103; TR-FRET 14-3-3zeta/Dy647-pBad peptide displacement, 1 h; actives 0.71% (n = 220,000);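 active = inhibition above about 70%, limit read from the data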;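 note: 0% = full 14-3-3 plus peptide FRET controls and 100% = background without 14-3-3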
Target sequence (P63103 whole entry, looked up): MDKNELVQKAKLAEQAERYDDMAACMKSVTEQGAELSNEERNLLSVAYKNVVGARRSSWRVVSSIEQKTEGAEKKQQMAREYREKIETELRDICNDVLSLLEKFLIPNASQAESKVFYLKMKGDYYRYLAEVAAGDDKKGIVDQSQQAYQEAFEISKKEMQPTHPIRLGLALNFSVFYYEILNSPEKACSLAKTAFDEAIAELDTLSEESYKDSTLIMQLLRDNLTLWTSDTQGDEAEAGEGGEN
KLK5 inh – kallikrein 5 (human) inhibition; actives 0.59% (n = 210,000); inhibition, % at 5 µM; recombinant hK5, fluorogenic AMC substrate cleavage;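 active = inhibition of 40% or more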;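 note: 0% = enzyme controls without compound and 100% = no-enzyme blanks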
Hck Nef HTS – blocks Nef-activated human Hck kinase | inhibition, % at 20 µM | actives 0.68% (n = 220,000) | AID 463187 | Recombinant Hck-YEEI plus Nef, Z-Lyte FRET kinase assay | P08631;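 active = Hck-Nef kinase inhibition above about 50%, limit read from the data; inactive = inhibition below that limit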;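 note: 0% = DMSO with Hck plus Nef and 100% = Hck alone without Nef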
Runt-CBFb FRET – Runt domain-CBFb interaction inhibition; Cerulean-Runt/Venus-CBFb FRET ratio 530/480, 1 h; inhibition, % at 20 µM; actives 0.46% (n = 220,000); AID 1496; Q01196+Q13951;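 active = inhibition over about 50% at 20 µM in the single-dose screen, limit read from the data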;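 note: 0% = DMSO wells and 100% = excess unlabeled CBFb competitor control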
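Assay system: Cerulean-tagged RUNX1 Runt domain (FRET donor) fusion protein / Amount: 100 nM each of Venus-CBFb and Cerulean-Runt domain / Medium: Tris buffer pH 7.5 with salts and BSA / Also added: Venus-CBFb 100 nM / Schedule: 1 h complex formation plus 1 h compound treatment, room temperature / Signal: FRET fluorescence / Read-out: loss of energy transfer signal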
* = called active by the depositor; x = no result given; [ ] = remark or other dose. No enrichment for hits; overall some 4.2% were active at least once.

SMILES	FXIIa inh	FXIa inh	Runt-SMMHC FRET	Thrombin inh	Wee1 stabilizer	14-3-3 Bad PPI	KLK5 inh	Hck Nef HTS	Runt-CBFb FRET
Cc1ccc(/C=C/C(=O)NCc2cccs2)o1	-1	-5	22	-9	-1	-11	-7	24	13
COc1ccc(Cl)cc1NC(=O)Cn1nc(-c2ccc(C)cc2)n(C)c1=S	2	-1	3	-11	-3	-1	-12	5	-4
O=C(Nc1ccc(Cl)cc1C(=O)NCc1cccnc1)c1ccco1	3	-4	1	1	-3	-6	-2	6	0
O=C(c1cnccn1)N1CCc2ccccc21	3	-5	-7	-5	-1	-18[fluorescence artefact?]	-24	-3	-2
Cc1noc(C)c1CSc1ccccc1C(=O)Nc1nccs1	-2	-9	-1	2	0	6	13	0	0
O=[N+]([O-])c1ccc(Cc2nnc(-c3ccccc3Cl)o2)cc1	4	-1	-4	1	9	-4	-9	2	-3
O=C(NCCSCc1c(F)cccc1Cl)c1ccco1	31	20	-8	11	-1	2	-10	3	-3
CC(NC(=O)CCNC(=O)c1ccccc1Cl)C1CC2CCC1C2 (stereo not given)	5	-9	7	-3	-3	19[fluorescence artefact?]	1	-3	0
CCN1C(=O)/C(=C2/C=Cc3cc(C)ccc3N2CC)N(C)C1=S	14	11	0	-10	-1	-10[fluorescence artefact?]	-5	2	8
Cc1cc(/C=N/n2cnnc2)c(C)n1-c1cccc(C(=O)O)c1	8	7	-3	-5	-1	1	-3	-1	0
COc1ccc(NC(=O)Oc2cc(C)ccc2C(C)C)cc1	1	-7	3	-4	-1	-6	1	9	0
Cc1c(C(=O)NCCSCc2cccc(C(F)(F)F)c2)cnn1-c1ccc(F)cc1	7	2	2	1	-1	3	5	16	-5
Cc1cccc2cc(COC(=O)c3ccccn3)c(=O)[nH]c12	7	3	1	3	-2	10	5	3	0
O=[N+]([O-])c1ccc2[nH]c3nc4ccccc4nc3c2c1	2	1	-4	-10	-1	44	-9	22	-3
O=C(CSc1nnc(-c2cnccn2)n1Cc1ccco1)c1ccc(Cl)c(Cl)c1	-2	-5	22	-2	0	0	-5	3	30

Structural class, the compounds so far containing a furan ring, fused or not (4)
SMILES	FXIIa inh	FXIa inh	Runt-SMMHC FRET	Thrombin inh	Wee1 stabilizer	14-3-3 Bad PPI	KLK5 inh	Hck Nef HTS	Runt-CBFb FRET
Cc1ccc(/C=C/C(=O)NCc2cccs2)o1	-1	-5	22	-9	-1	-11	-7	24	13
O=C(Nc1ccc(Cl)cc1C(=O)NCc1cccnc1)c1ccco1	3	-4	1	1	-3	-6	-2	6	0
O=C(NCCSCc1c(F)cccc1Cl)c1ccco1	31	20	-8	11	-1	2	-10	3	-3
O=C(CSc1nnc(-c2cnccn2)n1Cc1ccco1)c1ccc(Cl)c(Cl)c1	-2	-5	22	-2	0	0	-5	3	30

(continued)
SMILES	FXIIa inh	FXIa inh	Runt-SMMHC FRET	Thrombin inh	Wee1 stabilizer	14-3-3 Bad PPI	KLK5 inh	Hck Nef HTS	Runt-CBFb FRET
O=C(CSc1nncs1)Nc1ccc2c(c1)OCCO2	-9	-10	-6	-2	1	-4	1	22	2
COC(=O)C1CCCN1C(=O)COc1ccc(Cl)cc1Br (stereo not given)	7	8	-2	-3	-3	0	-16	4	-1
O=C(Nc1ccccc1)NC1CCCCC1	7	1	1	-5	3	21	0	-2	0
CN1CCN(C(CNS(=O)(=O)c2ccc(F)cc2)c2cccnc2)CC1 (stereo not given)	1	-3	5	-2	-4	-4	2	0	-2
O=C(Cn1[nH]c(=O)c2ccccc2c1=O)NC1CCCCCC1	4	-22	-2	-5	-2	2[fluorescence artefact?]	0	-2	0
Cc1ccc(S(=O)(=O)N(C)CC(=O)OCC(=O)NC(=O)NC(C)C)cc1	6	7	-4	-10	5	-1	3	0	-1
Cn1c(=O)c(=O)n(C)c2cc(S(=O)(=O)N3CCCCC3)ccc21	21	-3	-1	1	-4	-6	-19	1	1
COc1cc(-c2csc(N3CCOCC3)n2)cc(OC)c1OC	3	-17	-6	-4	-1	-10	-11	1	0
CCOc1nc(-c2ccncc2)nc2ccccc12	7	2	0	4	1	8	1	6	-3
O=C(NCc1cccs1)C1CC(=O)N(c2ccc(Cl)cc2)C1 (stereo not given)	6	0	0	11	-3	-9	20	22	3
COc1ccc(/C=C(\C)c2nc(C)c(-c3ccccc3)c(=O)[nH]2)cc1	4	19	-1	-10	1	3	0	15	15
CCSc1ccccc1C(=O)N=C1NC(=O)CC2C(=O)NCCN12 (stereo not given)	7	0	-11	-2	3	-7	1	21	1
CC1CCc2c(sc(NC(=S)NC(=O)c3ccccc3)c2C#N)C1 (stereo not given)	10	-1	3	-5	6	-4	-2	9	12
CCC(=O)Nc1cc(NC(=O)CSc2nnc(C(C)C)n2CC)ccc1C	21	1	-5	-6	1	-2	-19	0	2
Cc1cc(Cl)ccc1NC(=O)Cn1cncn1	9	-5	-3	-2	-3	-12	-4	20	1
CCc1ccc(C(=O)Cn2ncc(Cl)c(Cl)c2=O)cc1	8	-2	0	1	0	-2	-4	0	-3
CN(NC(=S)Nc1ccc(OC(F)F)cc1)C(=S)Nc1ccc(OC(F)F)cc1	1	1	2	7	0	-5[fluorescence artefact?]	-5	1	1
O=c1cnn([C@@H]2O[C@H](CO)[C@@H](O)[C@H]2O)c(=O)[nH]1	4	17	1	1	2	-5	-10	-1	-1
O=C(NCCCn1ccnc1)C(=O)NCC1OCCCN1S(=O)(=O)c1ccc(Cl)cc1 (stereo not given)	11	6	7	-1	5	-21	-19	2	-2
c1ccc(CN2CCC(N3CCN(Cc4ccc5c(c4)OCO5)CC3)CC2)cc1	-2	-6	-4	-7	6	4	-3	22	2
Cc1ccc(SCC(=O)N(Cc2nc(-c3ccccc3)no2)C(C)C)cc1	-10	-4	2	2	0	6	-15	0	0
O=c1cc(N2CCN(c3ccc(F)cc3)CC2)[nH]c(=O)n1Cc1ccc(F)cc1	4	-4	2	7	1	8	1	4	0
CC(=O)c1ccc(NC(=O)C2(S(=O)(=O)c3ccccc3)CC2)cc1	11	-5	3	-10	-2	4	1	21	-1
CCOC(=O)CCc1c(C)n(CC)c2ncnn2c1=O	12	2	-2	-3	-2	5[fluorescence artefact?]	-1	-3	1
C=CCN1C(=O)NC2(O)C(=O)c3ccccc3C12O (stereo not given)	17	-2	-4	-4	2	-3[fluorescence artefact?]	-10	-1	1
Cc1cc(NC(=S)NC(=O)c2ccco2)c2ccccc2n1	10	0	4	-12	0	-9	2	19	5
O=C(Nc1ccccc1)Nc1nnc(CSCc2ccccc2Cl)s1	7	-5	2	-2	3	1[fluorescence artefact?]	-2	0	0
CCOc1ccc(NC(=O)CSCC(=O)O)cc1	3	-3	-1	-4	-2	21	-21	1	1
COc1ccc(S(=O)(=O)N2CCN(Cc3ccc(Cl)cc3)CC2)cc1	23	1	-1	3	1	47	-20	-1	0
COc1cccc(N2CCN(c3ccc(N4C(=O)CCC4=O)cc3[N+](=O)[O-])CC2)c1	5	-3	-1	-11	-4	-17	-7	17	2
O=C(Nc1ccc(F)cc1F)c1sccc1SCc1cccc(C(F)(F)F)c1	13	2	1	2	0	7	7	1	-3
C=CCn1c(SCc2ccc(F)cc2)nc2c1c(=O)[nH]c(=O)n2C	13	7	2	1	0	0	-6	2	3
OCCNCCNCc1ccccc1OCc1ccccc1	9	3	-1	x	1	2	0	13	4
CN(Cc1ccccc1)C(=O)c1nc2ccccn2c1CNCCOc1cccnc1	8	10	-1	-8	0	-4	0	17	1
CC(NC(=O)NC1CCCCC1)C(c1cccs1)N1CCOCC1 (stereo not given)	5	-2	-2	0	-2	7	1	1	-1
NC1=NC2(CCCC2)N=C(Nc2ccccc2)N1	8	-3	2	2	3	-5	-4	1	-1
COc1ccc(C(=O)Nc2ccc(NC(=O)c3cccs3)cc2)cc1[N+](=O)[O-]	9	0	-1	-8	-3	4	-2	18	0
CCS(=O)(=O)c1nc(S(=O)(=O)c2ccc(C)cc2)c(NCc2ccccn2)s1	3	2	-4	-2	2	-7	x	-1	8
O=C1CC(c2cccnc2)c2cc3c(cc2N1)OCCO3 (stereo not given)	13	6	2	-1	2	-14	-9	-9	3
COc1ccccc1NC(=O)CCSc1nnc(-c2ccncc2)o1	-1	-9	-4	-2	3	-9	-16	-1	1
COc1cccc(-c2cc(C(=O)Nc3ccc(OC)c(OC)c3)no2)c1	28	11	-4	2	-2	5	-2	0	-2
CC1(C)CN=C(NC2CCCCC2)S1	11	3	0	-1	0	3[fluorescence artefact?]	6	6	0
COC(=O)c1cccc(C(=O)Nc2cnc3ccccc3c2)n1	9	0	3	0	2	-2	-1	2	-2
CONc1nc2nonc2nc1NOC	14	6	1	1	5	-12	-5	5	1
CC1C(=O)N(c2ccc(S(=O)(=O)N(C)C)cc2)C1(/C=C/c1ccccc1)C(=O)NC1CCCC1 (stereo not given)	10	9	-5	-6	-1	4[fluorescence artefact?]	-6	4	-1
O=C(OCC(=O)N1CCN(Cc2ccccc2)CC1)c1ccc(Cl)cc1	11	-1	0	-9	1	10	1	20	-3
CN(C(=O)c1ccncc1)c1nnc(-c2cnccn2)s1	16	12	1	1	0	9	-22	1	1
CC(=O)NCCNC(=O)CNC(=O)c1ccc(Cl)cc1	-4	-6	0	-10	0	3	13	-1	2
O=C(COC(=O)c1c2c(nc3ccccc13)CCCCC2)c1ccc(Cl)s1	14	3	0	-9	2	-6	-7	3	-6
Cc1cccc(C)c1NC(=O)C1CCCNC1 (stereo not given)	15	4	-4	-11	-1	-17[fluorescence artefact?]	-12	2	1
Cc1cccc(C(C#N)c2ccc(Cl)nn2)c1 (stereo not given)	6	-4	2	-5	1	0	-1	23	2
CC(C)=NNc1nc(-c2ccccc2)c(C)s1	6	-4	-1	-2	-3	-15	-29	22	4
CCC(C)NC(=O)CSc1ncnc2sccc12 (stereo not given)	40*	31	0	26	2	4	18	-3	0
COc1ccc(/C=N/c2oc(-c3ccccc3)cc2C#N)cc1	17	4	-125	3	1	-6	4	2	6
CCN(CC)S(=O)(=O)c1ccc(N2CCCCC2)c(NC(=O)/C(C#N)=C/c2ccc(OC)cc2)c1	6	6	-6	-7	-1	-10	-10	-1	-6
CCOc1ccc(Nc2nc(Cc3nnc(SCC(=O)NC4CCCC4)n3C)cs2)cc1	5	3	-4	0	-2	11[fluorescence artefact?]	-22	1	0
CCn1c(-c2cc(-c3ccccc3)sc2N)n[nH]c1=S	7	-5	18	0	3	-2	-3	-26	26
CC(=O)Oc1ccc(C2C3=C(CC(C)(C)CC3=O)Nc3cc4c(cc32)OCCO4)cc1 (stereo not given)	-5	-13	8	-24	-1	4	-12	-19	2
COc1ccc(N(C(=O)c2ccco2)C(C(=O)NC2CCCC2)c2cccs2)cc1OC (stereo not given)	17	11	1	4	2	-2[fluorescence artefact?]	-2	10	8
Cc1ccc(NC(=O)c2ccc(S(=O)(=O)C(F)F)cc2)c(C)c1	11	4	-5	-9	3	6	-1	2	0
